EPAC1 ag = qHTS for Agonist of cAMP-regulated guanine nucleotide exchange factor 3 (EPAC1): primary screen. Rap guanine nucleotide exchange factor 3 (Homo sapiens), O95398. 360,000 tested, 0.073% active. EPAC1 agonist qHTS, biochemical assay; response scale: 100% = response to 6.5 mM cAMP. Potency, µM (top dose mostly 154 µM), for the others: at the highest dose activation, hits mostly activators; further: nearly all actives have a fitted effect of over 60% in size
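Read-out is the fluorescence drop as BODIPY-GDP leaves Rap1B (480 nm excitation, 540 nm emission), recorded every 5 minutes over 30 minutes. Reactions held 100 nM EPAC1, 250 nM Rap1B–BODIPY-GDP and 50 uM GDP, with 6.5 mM cAMP setting full activation.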
EPAC2 antagonist = qHTS for Antagonist of cAMP-regulated guanine nucleotide exchange factor 2 (EPAC2): primary screen; Rap guanine nucleotide exchange factor 4 (Homo sapiens), Q8WZA2; 360,000 tested, 0.18% active; Potency, µM (highest dose often 114 µM), for the others: at the top dose activity, negative = inhibition, hits mostly inhibitors; EPAC2 GEF exchange of Rap1B-BODIPY-GDP, fluorescence; further: on the % scale 0 is the no-effect control and ±100 the full control effect; nearly all actives have a fitted effect of over 45% in size; many of its hits are not listed in these tables
Target sequence (Q8WZA2 whole entry, looked up): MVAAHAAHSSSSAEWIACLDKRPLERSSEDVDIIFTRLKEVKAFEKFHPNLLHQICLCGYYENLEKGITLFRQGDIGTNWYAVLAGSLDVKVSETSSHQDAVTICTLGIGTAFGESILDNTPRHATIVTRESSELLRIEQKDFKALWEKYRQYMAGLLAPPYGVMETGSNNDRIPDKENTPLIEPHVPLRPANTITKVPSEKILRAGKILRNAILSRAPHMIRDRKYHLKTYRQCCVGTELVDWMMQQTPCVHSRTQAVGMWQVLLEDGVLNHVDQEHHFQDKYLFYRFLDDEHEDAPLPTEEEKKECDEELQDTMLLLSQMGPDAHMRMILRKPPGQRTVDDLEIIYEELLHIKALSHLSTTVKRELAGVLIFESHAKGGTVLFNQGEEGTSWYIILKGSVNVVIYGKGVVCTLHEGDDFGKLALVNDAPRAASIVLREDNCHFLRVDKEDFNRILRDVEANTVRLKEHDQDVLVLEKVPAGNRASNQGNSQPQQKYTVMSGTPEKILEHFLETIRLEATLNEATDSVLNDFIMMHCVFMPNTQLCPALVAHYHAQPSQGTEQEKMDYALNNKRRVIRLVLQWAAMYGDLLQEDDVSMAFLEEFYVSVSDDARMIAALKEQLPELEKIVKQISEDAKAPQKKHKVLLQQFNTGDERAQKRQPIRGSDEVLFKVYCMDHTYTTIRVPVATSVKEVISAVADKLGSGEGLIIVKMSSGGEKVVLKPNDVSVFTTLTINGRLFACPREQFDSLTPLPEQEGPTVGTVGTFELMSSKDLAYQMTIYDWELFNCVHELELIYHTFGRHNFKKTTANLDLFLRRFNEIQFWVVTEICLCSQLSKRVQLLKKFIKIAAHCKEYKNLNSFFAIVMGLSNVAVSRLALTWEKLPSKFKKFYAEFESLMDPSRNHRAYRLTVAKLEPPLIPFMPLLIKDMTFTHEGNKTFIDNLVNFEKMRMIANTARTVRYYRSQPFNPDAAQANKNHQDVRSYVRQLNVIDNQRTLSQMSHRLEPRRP
PTHR1 agonist = qHTS for PTHR1 Agonists: Primary Screen; Parathyroid hormone/parathyroid hormone-related peptide receptor (Homo sapiens), Q03431; HEK293 GP2 PTHR1 cells, GloSensor cAMP luminescence, 1 h; Potency, µM (top dose mostly 115 µM), without a hit: at the top dose activation, actives largely listed as activators; 410,000 tested, 0.075% active; AID 743266, 2014; further: nearly all actives have a fitted effect of over 55% in size; some results filed as inactive show a strong effect at the top dose; inactives centre near -15; many of its hits are not listed in these tables
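HEK-293-derived GP2 cells expressing PTHR1 and a GloSensor cAMP reporter, 3,000/well, plated overnight, given luciferin plus IBMX (each 0.5 mM as added) for 1 h at 37 °C, then compound for 1 h at 37 °C. Luminescence was read after 15 min at room temperature.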
EPAC1 antagonist = qHTS for Antagonist of cAMP-regulated guanine nucleotide exchange factor 3 (EPAC1): primary screen | EPAC1 GEF assay, Rap1b-BODIPY-GDP exchange fluorescence | Potency, µM (highest dose often 115 µM), for inactives: at the highest dose activity change, negative = inhibition, usual class: inhibitors | 360,000 tested, 0.14% active | Rap guanine nucleotide exchange factor 3 (Homo sapiens), O95398;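 further: plate controls were vehicle for no effect and positive control for full effect; nearly all actives have a fitted effect of over 50% in size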
aSyn yeast inh = qHTS of alpha-syn Inhibitors | Yeast expressing alpha-synuclein, growth rescue, BacTiter-Glo, 24 h | Potency, µM (doses to about 46.1 µM), for inactives: at the highest dose growth rescue (activation), hits mostly activators | 370,000 tested, 0.14% active; further: % of control where 0% means no effect; nearly all actives have a fitted effect of over 65% in size
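Readout is rescue of growth in alpha-synuclein-expressing yeast, so inhibitors of toxicity appear as activators. Growth after 24 hr at 30 deg C in galactose medium is quantified by luminescence.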
TDP43 rescue = qHTS of TDP-43 Inhibitors | TDP-43 expressing yeast growth rescue, BacTiter-Glo, 24 h | Potency, µM (highest dose often 46.1 µM), without a hit: at the top dose growth rescue (activation), most hits filed as activators | 410,000 tested, 1.8% active; further: % of control where 0% means no effect; nearly all actives have a fitted effect of over 50% in size
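Yeast cells expressing TDP-43 under galactose induction are exposed to compounds for 24 hr at 30 deg C. BacTiter-Glo luminescence measures growth, so protective compounds score as activators.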
EPAC2 agonist = qHTS for Agonist of cAMP-regulated guanine nucleotide exchange factor 4 (EPAC2): primary screen; Rap guanine nucleotide exchange factor 4 (Homo sapiens), Q8WZA2; EPAC2 activation, biochemical qHTS; response scale: 100% = 6.5 mM cAMP response; Potency, µM (highest dose often 154 µM), without a hit: top-dose activation, most hits filed as activators; 360,000 tested, 0.079% active; AID 720711, 2013; further: nearly all actives have a fitted effect of over 50% in size
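Exchange assay: 100 nM EPAC2 with 250 nM Rap1B-BODIPY-GDP and 50 uM GDP. Fluorescence (ex 480/em 540 nm) read every 5 min for 30 min at room temperature. Data normalized to 6.5 mM cAMP as agonist control.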
FUS suppressor = qHTS for Suppressors of FUS Proteinopathy: Primary screen using FUS-linked yeast assay. Potency, µM (doses to about 76.6 µM), inactives show at the highest dose growth rescue (activation), usual class: activators. S. cerevisiae FUS-expressing, growth rescue, OD600, 24 h. 390,000 tested, 0.24% active. AID 1347120, 2019;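 further: plate controls were DMSO vehicle for no effect and reference control for full effect; nearly all actives have a fitted effect of over 55% in size; some results filed as inactive show a strong effect at the top dose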
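S. cerevisiae expressing FUS from galactose induction served as the toxicity model. Growth after 24hr at 30C, read as absorbance at 600 nm, indicates suppression of toxicity; compounds dosed at several concentrations.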
* = called active by the depositor; i = inactive; ? = inconclusive; . = no result given; & = joins results of further samples; [ ] = another dose, or the depositor's remark. The call rests on the fitted dose curve; in most records, active means well fitted curve in the direction sought with a large enough effect; inconclusive means small, poorly fitted or top-dose-only effect, or another doubt; inactive means no such curve, though single readings can be large; an effect the other way counts as inactive or inconclusive. Potency means the concentration at half of the fitted maximal effect.

entry	mol	EPAC1 ag	EPAC2 agonist	EPAC2 antagonist	PTHR1 agonist
1	COc1ccc(-c2cc(C(=O)NCCCn3ccnc3)no2)cc1	8%	12%	-10%	17%
2	O=C(NNC(=O)c1cc(Cl)ccc1O)c1cccs1	-4%	8%	0%	i
3	COc1ccccc1CNC(=O)c1ccc(NS(C)(=O)=O)cc1	16%	16%	-1%	i
4	CSc1ccc(NC(=O)Nc2cc(C)ccn2)cc1	3%	16%	-4%	-32%
5	O=C(OCC(=O)N1CCCCC1)c1cc(NS(=O)(=O)c2ccc(Cl)c([N+](=O)[O-])c2)ccc1O	2%	1%	8%	-15%
6	CCOC(=O)Cn1cc(C(=O)c2cccs2)c2ccccc21	6%	8%	-4%	-11%
7	O=C(NC(=S)N1CCN(c2ccccn2)CC1)c1ccco1	13%	14%	3%	3%
8	ON1C2CCCCC2N(O)C1c1ccccc1C(F)(F)F (stereo not drawn)	3%	4%	-1%	23%[57.5 µM]

entry	FUS suppressor	TDP43 rescue	aSyn yeast inh	EPAC1 antagonist
1	-13%	6%	1%	5%
2	18%	-1%	5%	-1%
3	-8%	-10%	-2%	5%
4	17%	?	-10%	-4%
5	.	-10%	0%	-21%
6	-1%	18µM*	-1%	1%
7	-34%	16%	-1%	-7%
8	4%	13%	0%	0%

The list goes on.
entry	mol	EPAC1 ag	EPAC2 agonist	EPAC2 antagonist	PTHR1 agonist
9	O=C(c1cn(-c2ccccc2)nc1-c1ccccc1)N1CCN(c2ccccn2)CC1	10%	8%	-1%	-37%[inhibitor]
10	CC(=O)Nc1ccc(NC(=O)C2Cc3c(-c4ccco4)ccnc3O2)cc1 (stereo not drawn)	7%	7%	-3%	-11%
11	c1ccc(-n2cnc3cc(NCc4ccccn4)ccc32)cc1	-3%	-1%	1%	-12%[57.5 µM]
12	CCOc1cc(NC(=S)N2CCC(C(N)=O)CC2)c(C(=O)OC)cc1OCC	-7%	-2%	-7%	26%
13	Cc1ccc(S(=O)(=O)Nc2ccc3c(c2)C(=O)N([C@H](C)CO)C[C@H](C)[C@@H](CN(C)Cc2ccc(-c4ccccc4)cc2)O3)cc1	-2%	-1%	4%	3%
14	Cc1cccc(N(CC(=O)NC2CCCC2)C(=O)CNC(=O)c2ccco2)c1C	-4%	0%	2%	-9%
15	O=C(CC1SCCNC1=O)Nc1cccc(C(F)(F)F)c1 (stereo not drawn)	2%	8%	0%	i
16	COc1ccc(C(=O)Nc2ccc(S(=O)(=O)N3CCCCC3C)cc2)c(OC)c1OC (stereo not drawn)	23%	9%	-5%	-72%[inhibitor]

entry	FUS suppressor	TDP43 rescue	aSyn yeast inh	EPAC1 antagonist
9	18%	6%	11%	-16%
10	-7%	17%	-3%	-20%
11	16%	-1%	-4%	-2%
12	-9%	0%	-8%	10%
13	14%	-3%	-6%	-18%
14	3%	-5%	0%	-23%
15	-7%	11%	0%	0%
16	10%	-15%	-1%	-9%

Part of the list above, reduced to EPAC1 ag and TDP43 rescue:
# | compound | EPAC1 ag | TDP43 rescue
13 | Cc1ccc(S(=O)(=O)Nc2ccc3c(c2)C(=O)N([C@H](C)CO)C[C@H](C)[C@@H](CN(C)Cc2ccc(-c4ccccc4)cc2)O3)cc1 | -2% | -3%
14 | Cc1cccc(N(CC(=O)NC2CCCC2)C(=O)CNC(=O)c2ccco2)c1C | -4% | -5%
10 | CC(=O)Nc1ccc(NC(=O)C2Cc3c(-c4ccco4)ccnc3O2)cc1 (stereo not drawn) | 7% | 17%
16 | COc1ccc(C(=O)Nc2ccc(S(=O)(=O)N3CCCCC3C)cc2)c(OC)c1OC (stereo not drawn) | 23% | -15%
12 | CCOc1cc(NC(=S)N2CCC(C(N)=O)CC2)c(C(=O)OC)cc1OCC | -7% | 0%

Later entries:
entry	mol	EPAC1 ag	EPAC2 agonist	EPAC2 antagonist	PTHR1 agonist
17	CCc1cc(=O)[nH]c(SCC(=O)NCc2ccc3c(c2)OCO3)n1	-8%	-4%	4%	-21%
18	COc1ccc(/C=C/c2cccc[n+]2C)c(O)c1	0%	-2%	-3%	i
19	Cc1ccnc2nc(C(=O)Nc3ccc(S(=O)(=O)N4CCCC4)cc3)nn12	-14%	15%	-9%	i
20	COc1ccc(N(C)S(=O)(=O)c2ccc3c(c2)NC(=O)CC(=O)N3)c(OC)c1	-4%	4%	1%	?
21	O=Cc1ccccc1OCc1ccc2c(c1)OCO2	21%	13%	-27%	-31%[inhibitor]
22	Cc1ccc(C(=O)OC(C(=O)O)C(OC(=O)c2ccc(C)cc2)C(=O)O)cc1 (stereo not drawn)	6%	2%	-1%	-11%
23	COc1ccccc1N1CCN(C(=O)Cn2ncc3c([nH]c4ccccc43)c2=O)CC1	9%	-6%	-1%	-48%&-31%[inhibitor]
24	Cn1c(SCC(=O)N2CCCCC2)nc2c([nH]c3ccccc32)c1=O	-8%	0%	-7%	-30%[inhibitor]

entry	FUS suppressor	TDP43 rescue	aSyn yeast inh	EPAC1 antagonist
17	7%	11%	-7%	-16%
18	9%	11%	8%	6%
19	-20%	6%	-4%	4%
20	28%	19%	-6%	-2%
21	3%	-22%	-11%	-23%
22	11%	-7%	-9%	-4%
23	3%&-21%	16%&10%	3%	-28%
24	-21%	13%	-5%	2%

(further entries)
entry	mol	EPAC1 ag	EPAC2 agonist	EPAC2 antagonist	PTHR1 agonist
25	Cc1ccn(CCC(=O)N2CCc3ccccc32)n1	10%	9%	7%	-12%
26	CN(C)c1ccc(CC2C(=O)Nc3ccccc32)cc1 (stereo not drawn)	-3%	10%	2%	0%
27	COc1cc(/C=C/C(O)=C/C(=O)/C=C/c2ccc(O)cc2)ccc1O	-5%	0%	6%	-24%
28	O=C(NCc1cccc(F)c1)c1ccc(N2C(=O)Cn3c(cc4sccc43)C2=O)cc1	-9%	12%	-4%	-4%
29	O=C(Nc1ccccc1Cl)C(=O)c1cn(CC(=O)N2CCOCC2)c2ccccc12	8%	7%	-3%	-49%[inhibitor]
30	CCOC(=O)c1nn(-c2ccc(Cl)cc2)c(C)cc1=O	6%	5%	0%	-14%
31	O=C(O)c1ccc(CSc2ccccn2)cc1	-16%	0%	5%	i
32	O=C(NCCCNC(=O)c1ccccn1)c1ccc(F)cc1	6%	4%	-13%	i

entry	FUS suppressor	TDP43 rescue	aSyn yeast inh	EPAC1 antagonist
25	-28%	6%	-1%	0%
26	-4%	11%	6%	2%
27	11%	-92%[inhibitor]	-67%[inhibitor]	-29%
28	39%	5%	-2%	-25%
29	-3%	9%	-5%	-11%
30	14%	-6%	-7%	0%
31	-12%	?	16%	-17%
32	5%	-21%	1%	-10%

An excerpt from above in order of length of the SMILES, highest first:
entry	mol	EPAC1 ag	EPAC2 agonist	EPAC2 antagonist	PTHR1 agonist
29	O=C(Nc1ccccc1Cl)C(=O)c1cn(CC(=O)N2CCOCC2)c2ccccc12	8%	7%	-3%	-49%[inhibitor]
32	O=C(NCCCNC(=O)c1ccccn1)c1ccc(F)cc1	6%	4%	-13%	i
31	O=C(O)c1ccc(CSc2ccccn2)cc1	-16%	0%	5%	i

entry	FUS suppressor	TDP43 rescue	aSyn yeast inh	EPAC1 antagonist
29	-3%	9%	-5%	-11%
32	5%	-21%	1%	-10%
31	-12%	?	16%	-17%

Going on with the list:
entry	mol	EPAC1 ag	EPAC2 agonist	EPAC2 antagonist	PTHR1 agonist
33	C/C(CC(=O)Nc1cccc2c1CCCC2)=N\NC(=O)c1ccccc1N	0%	1%	-1%	-16%[57.5 µM]
34	CSc1nc2cc(C)nn2c(-c2ccccc2Cl)c1C#N	-6%	8%	8%	-14%
35	CC(=O)Nc1nc(COc2ccc3ccccc3c2)cs1	8%	-2%	1%	-31%[inhibitor]
36	COc1ccc(N(CC(=O)Nc2ccc(C)cn2)S(=O)(=O)c2c(C)noc2C)cc1	14%	20%	-10%	-15%
37	CCN1CCN(C(=S)NC(=O)c2cccs2)CC1	9%	11%	-2%	i
38	OCC1(CCOc2ccccc2)CCN(Cc2cn[nH]c2-c2ccccc2)CC1	-2%	7%	2%	-11%
39	Cc1ccc(S(=O)(=O)CCC(=O)OCC(=O)N2CCN(c3ccccc3)CC2)cc1	-3%	3%	10%	i
40	CCN(CC)CCCN(C(=O)c1ccc(F)cc1)c1nc(-c2ccc(OC)cc2)cs1	5%	1%	-1%	i

entry	FUS suppressor	TDP43 rescue	aSyn yeast inh	EPAC1 antagonist
33	39%	-10%	0%	0%
34	-14%	17%	0%	-1%
35	10%	7.1µM*	.	5%
36	10%	7%	.	1%
37	-1%	-11%	-2%	9%
38	-16%	-10%	2%	23%
39	6%	8%	5%	7%
40	9%	3%	2%	12%

Additional results.
entry	mol	EPAC1 ag	EPAC2 agonist	EPAC2 antagonist	PTHR1 agonist
41	Cc1ccc(N2C(=O)C3C4C=CC(CNC(=S)Nc5ccc(Cl)cc5)(O4)C3C2=O)cc1 (stereo not drawn)	-3%	10%	-9%	-28%
42	CCN(CC)S(=O)(=O)c1cccc2cc(C(=O)O)c(O)cc12	-3%	4%	24%	-6%[57.5 µM]
43	CCOC(=O)Cc1csc(NC(=O)COc2ccc(N(C)S(=O)(=O)c3cccs3)cc2)n1	-3%	11%	-7%	-23%[57.5 µM]
44	CCC(C)NC(=O)c1c(N)n(/N=C/c2ccccn2)c2nc3ccccc3nc12 (stereo not drawn)	4%	-4%	-1%	i
45	COc1ccc(CCNC(=O)c2noc(C(C)C)c2[N+](=O)[O-])cc1OC	-3%	15%	5%	-35%[inhibitor]
46	Cc1ccc(-n2c(C)cc(C(=O)CN3CCOCC3)c2C)cc1	3%	3%	9%	-1%
47	Cc1cc(S(=O)(=O)N2CCCC2)ccc1OCC(=O)N1CCCCC1	4%	6%	1%	-20%
48	O=C(Nc1cnc2sc3c(n2c1=O)CCCC3)c1ccc(F)cc1	-8%	1%	6%[57.1 µM]	-15%[57.5 µM]

entry	FUS suppressor	TDP43 rescue	aSyn yeast inh	EPAC1 antagonist
41	.	14µM*	-35%[inhibitor]	-14%
42	34%	-5%	2%	7%
43	19%	1%	0%	-11%
44	10%	6%	-8%	9%
45	33%	10%	6%	1%
46	17%	-14%	0%	9%
47	2%	3%	5%	-12%
48	-8%	4%	-14%	13%

High-throughput results as filed in PubChem.

A portion of the library (hit frequency here may not be typical).
